# TRb SRC2 PPI: TRbeta-SRC2 interaction inhibition | P10828 | TRbeta-SRC2 peptide binding, fluorescence polarization; receptor liganded with 1 µM T3 | Potency, µM (titrated, usually from 106 µM), for inactives: at the top dose activity change, negative = inhibition, most hits filed as inhibitors | actives 0.065% (n = 280,000);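 further: plate controls were bound peptide for no effect and peptide without receptor for full effect; nearly all actives have a fitted effect of over 50% in size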
#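 Read-out is fluorescence polarization (555 nm excitation, 632 nm emission) of a Texas Red SRC2 coactivator peptide; loss of signal reflects blocked binding to human TRb ligand-binding domain in the presence of 1 uM T3.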
# TR SRC2 fluor cs: alters Texas Red total fluorescence, flagging assay interference. TRb/SRC2 Texas Red total fluorescence interference. Potency, µM (series often up to 106 µM), for the others: at the highest dose fluorescence change, negative = quenching. actives 0.29% (n = 280,000); active means well fitted curve in either direction with a large enough effect; inconclusive means small, poorly fitted or top-dose-only effect; further: on the % scale 0 is the no-effect control and ±100 the full control effect
#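 Human TRb ligand-binding domain at 0.6 uM with 20 nM Texas Red SRC2 peptide in Tris buffer containing 1 uM T3 and 5% DMSO, incubated with compound 5 h at ambient temperature. Total fluorescence (555/632 nm) calculated as parallel + 2 × perpendicular.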
# HTT ATP protect: protects HTT-Q103 PC12 cells, measured by ATP. PC12 HTT-Q103 induced, cytoprotection, ATP luminescence, 40 h. Potency, µM (highest dose often 56.4 µM), for the others: cytoprotection (ATP increase), hits mostly activators. actives 0.14% (n = 230,000);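 further: % of control where 0% means no effect; nearly all actives have a fitted effect of over 45% in size; toxic huntingtin expression switched on by the ecdysone agonist tebufenozide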
#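 PC12 cells stably carrying ecdysone-inducible Htt exon 1 (Q103)–GFP were induced with 100 nM tebufenozide (final) alongside library compounds in a dose series. Cytoprotection was scored as retained ATP by ATPlite luminescence.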
# RECQ1 helicase: RECQ1 (human) helicase inhibition. P46063. RECQ1 DNA unwinding, red fluorescence kinetic read. Potency, µM (highest dose often 57.3 µM), for the others: at the top dose activity, negative = inhibition, actives largely listed as inhibitors. actives 0.54% (n = 240,000). AID 2549;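 further: plate controls were vehicle for no effect and no enzyme for full effect; nearly all actives have a fitted effect of over 30% in size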
#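 RECQ1T1 50 nM; forked duplex (20 bp + 30-nt ss tails) 200 nM, ATP 2 mM final; pH 8.0, 2 mM MgCl2, 2.5 ug/ml poly(dI-dC); 15 min compound preincubation; discontinuous kinetic read over 2 h at RT.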
# Tau ThT inhib: tau fibrillization inhibition (ThT binding). P10636. recombinant tau K18 P301L, heparin-induced fibrillization, ThT fluorescence. Potency, µM (highest dose often 57.4 µM), inactives show at the highest dose activity, negative = inhibition, most hits filed as inhibitors. actives 2.1% (n = 270,000); further: on the % scale 0 is the no-effect control and ±100 the full control effect; nearly all actives have a fitted effect of over 55% in size
# Target sequence (P10636 561-689 P618L limits assumed): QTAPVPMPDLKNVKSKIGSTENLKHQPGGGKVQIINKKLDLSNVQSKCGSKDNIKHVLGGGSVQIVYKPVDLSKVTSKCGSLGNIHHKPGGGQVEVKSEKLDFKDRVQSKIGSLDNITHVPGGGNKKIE
#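 ThT emission at 510 nm, taken 1 hr after adding 30 uM dye, quantifies aggregates formed when 20 uM heparin acts on human tau K18 P301L for 6 hr at 37 C.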
# L3MBTL1 block: inhibitors of human L3MBTL1; Q9Y468; AlphaScreen L3MBTL1–H3K9me1 peptide binding; Potency, µM (top dose mostly 57.1 µM), inactives show at the top dose activity, negative = inhibition, actives largely listed as inhibitors; actives 0.66% (n = 230,000); further: on the % scale 0 is the no-effect control and ±100 the full control effect; nearly all actives have a fitted effect of over 60% in size
# Target sequence (Q9Y468 whole entry, looked up): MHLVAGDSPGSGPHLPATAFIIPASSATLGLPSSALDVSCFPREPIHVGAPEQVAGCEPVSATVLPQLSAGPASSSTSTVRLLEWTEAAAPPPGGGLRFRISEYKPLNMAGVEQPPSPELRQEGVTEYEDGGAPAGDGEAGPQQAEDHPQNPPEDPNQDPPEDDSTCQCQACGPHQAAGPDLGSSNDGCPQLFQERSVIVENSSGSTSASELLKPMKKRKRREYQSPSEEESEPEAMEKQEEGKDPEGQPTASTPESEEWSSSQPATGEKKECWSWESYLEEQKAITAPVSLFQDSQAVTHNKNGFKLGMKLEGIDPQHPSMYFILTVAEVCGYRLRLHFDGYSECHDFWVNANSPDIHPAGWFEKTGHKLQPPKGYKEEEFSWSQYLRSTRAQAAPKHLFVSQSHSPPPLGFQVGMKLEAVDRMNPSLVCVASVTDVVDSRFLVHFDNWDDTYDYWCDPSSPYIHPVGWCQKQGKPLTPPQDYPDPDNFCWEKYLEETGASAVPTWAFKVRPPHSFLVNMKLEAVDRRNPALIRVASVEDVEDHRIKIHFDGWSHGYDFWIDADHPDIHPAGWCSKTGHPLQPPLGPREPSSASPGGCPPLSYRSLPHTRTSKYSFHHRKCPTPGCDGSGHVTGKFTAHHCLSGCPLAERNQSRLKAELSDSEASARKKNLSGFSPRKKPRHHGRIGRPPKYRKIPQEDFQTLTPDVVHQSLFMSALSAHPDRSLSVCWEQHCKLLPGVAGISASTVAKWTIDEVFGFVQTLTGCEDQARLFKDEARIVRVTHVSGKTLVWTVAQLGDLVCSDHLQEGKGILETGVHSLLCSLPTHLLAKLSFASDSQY
#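 L3MBTL1 50 nM + b-AHA-H3(1-15)K9me1 75 nM, 30 min RT; compound added, 30 min RT; streptavidin donor/Ni-chelate acceptor beads 10 ug/mL each final, 30 min RT dark; AlphaScreen read.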
# Tau fibril FP: blocks human tau fibril formation measured by polarization | P10636 | K18 P301L tau heparin fibrillization, Alexa594 FP, 6 h | Potency, µM (highest dose often 57.7 µM), inactives show at the top dose activity, negative = inhibition, usual class: inhibitors | actives 0.39% (n = 280,000); further: on the % scale 0 is the no-effect control and ±100 the full control effect; nearly all actives have a fitted effect of over 55% in size
#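 FP of Alexa 594-tau after heparin (20 uM) induction. Substrate: human K18 P301L, 15 uM unlabeled, 0.24 uM labeled. Buffer 100 mM sodium acetate pH 7. 6 hr, 37 C.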
# Tau fluor cs: counter-screen for tau fibril formation inhibitors | tau K18 P301L Alexa594 fluorescence, heparin fibrillization | Potency, µM (top dose mostly 57.7 µM), for the others: at the highest dose activity change, negative = decrease | actives 0.93% (n = 280,000) | AID 1463; further: on the % scale 0 is the no-effect control and ±100 the full control effect; nearly all actives have a fitted effect of over 55% in size
#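 Human tau K18 P301L (15 uM unlabeled, 0.24 uM Alexa 594-labeled) in 100 mM sodium acetate pH 7 with 20 uM heparin, 6 hr at 37 C. ThT 30 uM added, 1 hr ambient; Alexa 594 FP and total fluorescence read at 555/632 nm.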
# Starred values were filed as active, the others as inactive; i = inactive; ? = inconclusive; nt = not tested or not shown; & = joins results of further samples; ! = not active in a repeat; [ ] = another dose, or the depositor's remark. Unless noted, the call rests on the fitted dose curve; in most records, active means well fitted curve in the direction sought with a large enough effect; inconclusive means small, poorly fitted or top-dose-only effect, or another doubt; inactive means no such curve, though single readings can be large; an effect the other way counts as inactive or inconclusive. Potency means the concentration at half of the fitted maximal effect. These rows are one share of the data; the hit share may differ from the screen's.
structure | TRb SRC2 PPI | TR SRC2 fluor cs | HTT ATP protect | RECQ1 helicase | Tau ThT inhib | L3MBTL1 block | Tau fibril FP | Tau fluor cs
CC1CC(C)CN(C(=O)CSc2nnc(-c3ccc(Cl)cc3)o2)C1 (configuration not stated) | -21% | -1% | -1% | i | -11% | nt | 3% | -7%
COc1ccc2c(c1)O[C@@H](c1ccc3c(c1)OCO3)[C@H](OC(=O)NC1CCCC1)C2=O | -1% | -1% | -6% | -6% | -3% | nt | 12% | -3%
O=C1C2N=NN(CC(=O)N3N=C(c4cccc5ccccc45)CC3c3ccccc3)C2C(=O)N1c1ccccc1 (configuration not stated) | 15% | 6% | -21%[10 µM] | -15% | -18% | -6% | -7% | -3%
CCCCC(=O)Nc1nnc(SCc2cc(=O)n3cc(C)ccc3n2)s1 | 4% | -1% | nt | nt | 2% | nt | -3% | -5%
NNC(=O)CCCNc1ncc(C(F)(F)F)cc1Cl | 3% | -3% | -52% | -10% | -12% | 15% | -3% | -7%
COc1ccc(/C=C/C(=O)NC(C)C)cc1Br | 1% | -3% | 0%[10 µM] | ? | -15% | 1% | -1% | -2%
CC(C)NC(=O)NC(=O)COC(=O)C1CCCN1C(=O)c1cccs1 (configuration not stated) | -3% | -3% | 4% | -6% | -5% | nt | -2% | -8%
O=C(NCC1CCCO1)c1ccc(/C=N/O)nc1 (configuration not stated) | -4% | -3% | -40%[inhibitor] | i | -11% | -8% | -1% | -6%
O=C(COC(=O)Cc1c(F)cccc1Cl)NCCC1=CCCCC1 | 7% | -2% | 9%[10 µM] | i | 3% | 10% | -2% | -1%
O=C(NCc1ccc(F)cc1)c1cc(-c2cccs2)on1 | -23% | -5% | 1% | 8% | -7% | 7% | 0% | -12%
CCN(CC)CCCNC(=O)c1ccc2c(c1)N(Cc1c(F)cccc1Cl)C(=O)c1ccccc1S2 | 2% | -3% | nt | nt | -15% | nt | -4% | -26%
Cc1cc(C)n(C(=O)Cc2cn3ccsc3n2)n1 | -6% | -1% | 6% | -7% | -4% | -1% | 4% | 5%
COc1cc(-c2nnc(SCC(=O)/C(C#N)=C(\C)N)o2)cc(OC)c1OC | -12% | 1% | 9% | -4% | -4% | -2% | -2% | -4%
CC1(C)CC(=O)C(C2(O)C(=O)Nc3ccccc32)CO1 (configuration not stated) | -1% | 0% | -7%[10 µM] | 14% | -3% | 5% | 7% | 7%
N#CCSc1nc2sc3c(c2c(=O)n1C1CCCCC1)CCCC3 | -7% | 1% | -8% | -7% | -15% | -3% | 1% | -11%
Cc1ccc(C(=O)N(Cc2ccccc2)C(C)(C)C)cc1C | -11% | -1% | -15%[10 µM] | -1% | -2% | 9% | 3% | 1%
Oc1c(C(Nc2ccccn2)c2ccccc2F)ccc2cccnc12 (configuration not stated) | -5% | ? | nt | nt | ? | nt | 12% | -12%
COC(=O)Nc1ccc(S(=O)(=O)N2CCCC(C(=O)N3CCOCC3)C2)cc1 (configuration not stated) | 0% | -1% | 10%[10 µM] | -3% | -1% | 9% | -4% | -2%
Cc1cc(C)c(NC(=O)CN(C)S(=O)(=O)c2ccc3c(c2)c(=O)n(C)c(=O)n3C)c(C)c1 | 8% | 1% | nt | nt | -1% | nt | -10% | -4%
CC1=C(C(=O)Nc2ccccc2C)C(c2ccccn2)n2ncnc2N1 (configuration not stated) | -1% | 1% | nt | nt | 3% | nt | 4% | 8%

# Next compounds:
structure | TRb SRC2 PPI | TR SRC2 fluor cs | HTT ATP protect | RECQ1 helicase | Tau ThT inhib | L3MBTL1 block | Tau fibril FP | Tau fluor cs
COc1ccc(C2CCCN2C(=S)Nc2c(C)cccc2C)cc1OC (configuration not stated) | 0% | 1% | -26% | i | 1% | nt | -9% | -8%
COc1ccc(C(=O)COC(=O)C(C(C)C)N2C(=O)C3C4C=CC(C4)C3C2=O)cc1 (configuration not stated) | 5% | -1% | -12% | -7% | -1% | nt | 2% | -11%
COc1ccccc1CNC(=O)c1ccc(NC(=O)N2CC(C)Sc3ccccc32)cc1 (configuration not stated) | -4% | -1% | nt | nt | 3% | nt | -2% | -24%
C/C(=N\N1CCN(C2c3ccccc3-c3ccccc32)CC1)c1ccncc1 | 5% | -4% | -8% | -6% | -17% | -9% | -3% | -2%
COc1ccc(C(=O)Nc2scc(-c3ccc(Cl)cc3Cl)c2C(N)=O)cc1 | -10% | 0% | 3% | ? | ? | 4% | -1% | -17%
O=C(Nc1nnc(SCc2ccc(F)cc2)s1)C1CC(=O)N(c2ccc3c(c2)OCCO3)C1 (configuration not stated) | 6% | ? | 7%[1.9 µM] | -26% | -10% | -13% | -4% | ?
Cc1nnsc1C(=O)NNc1ccc(Cl)cc1 | -8% | -1% | -4%[10 µM] | i | -9% | 8% | -4% | -8%
C=C(C)CNC(=S)NN=C1c2ccccc2-c2ccccc21 | 3% | -1% | -14% | i | -10% | -9% | -7% | ?
NC(=O)C(c1ccc(Cl)cc1)c1ccc(Sc2ccc(Cl)cc2)nn1 (configuration not stated) | -6% | 1% | -27% | -9% | ? | nt | -4% | -26%
CC1CN(Cc2ccccc2Cl)CC(C)O1 (configuration not stated) | 4% | -1% | -24% | -3% | 0% | nt | 0% | -2%
C/C(N)=C(/C#N)C(=O)CSc1nnc(COc2ccccc2Cl)o1 | 9% | -2% | -7%[10 µM] | -5% | ? | nt | -11% | -24%
COc1cccc2cc(NC(=O)C3CCCCC3)c(=O)oc12 | 1% | -1% | -30% | -8% | 1% | 6% | 4% | 7%
COc1cc(CNc2ccc(N3CCCC3)cc2)ccc1OCc1ccccc1F | -3% | -4% | -2%[10 µM] | -6% | 4% | ? | 1% | 6%
CC(C)=NO[C@@H](C)c1cc(-c2c(C)cc(C)cc2C)no1 | 1%[11.2 µM] | 0%[11.2 µM] | 1%[10 µM] | 0%[11.5 µM] | -8%[11.5 µM] | nt | -1%[11.6 µM] | -4%[11.6 µM]
COc1ccc(N(CC(=O)NC(C)c2ccccc2)S(=O)(=O)c2c(C)noc2C)cc1 (configuration not stated) | 2% | 2% | nt | nt | 0% | nt | -4% | -5%
Cc1c(C(=O)N2CCN(c3ccccc3F)CC2)sc2ncn(CC(=O)N3CCOCC3)c(=O)c12 | 3% | -1% | -30% | 6% | -8% | 0% | -6% | -10%
Cc1cccc(NC(=O)C2CCCN2C(=O)OCC(C)C)c1 (configuration not stated) | -10% | -1% | 10%[10 µM] | -8% | -4% | 0% | -3% | -3%
CC(=O)Nc1cccc(C(=O)/C=C/c2ccc(F)cc2)c1 | 0% | -1% | -27% | ? | ? | 1% | 12% | 4%
COc1ccc(C2/C=C\CN(C(=O)OCc3ccccc3)CC(=O)N2Cc2ccc(F)cc2)cc1 (configuration not stated) | -8%&-11% | -2%&-2% | 10%[10 µM] | -11%&-4% | -7% | nt | 10% | 1%
OC(COCc1ccco1)CN1CCN(C(c2ccccc2)c2ccccc2)CC1 (configuration not stated) | -2% | -3% | -11%[10 µM] | -3% | 3% | 0% | 3% | -4%

# More compounds.
structure | TRb SRC2 PPI | TR SRC2 fluor cs | HTT ATP protect | RECQ1 helicase | Tau ThT inhib | L3MBTL1 block | Tau fibril FP | Tau fluor cs
Cc1ccc(Cn2ccc(NC(=O)c3noc4c3CCCC4)n2)cc1 | -5% | 0% | 20%[10 µM] | -6% | -17% | 0% | -8% | -10%
Cc1ccc(C(=O)c2ccccc2C(=O)O)cc1C | -3% | -1% | nt | 7% | 0% | 6% | -5% | 4%
CC(C)C(=O)NC(c1cccc([N+](=O)[O-])c1)c1c(O)ccc2ccccc12 (configuration not stated) | -3% | 1% | nt | i | 6% | -7% | -2% | -17%
CCOC(=O)c1c(S(=O)(=O)N2CCC(C(=O)Nc3cccc(C#N)c3)CC2)c(C)n(C)c1C | -18% | ? | nt | nt | 15% | nt | 6% | 6%
O=C1NC(c2ccccc2OC(F)F)Oc2ccccc21 (configuration not stated) | -2% | 1% | 13% | 0% | 2% | -24% | 10% | 3%
O=C(O)c1cc(-c2ccc3c(c2)OCO3)nc2ccc(Br)cc12 | 2% | -2% | -54%[inhibitor][1.9 µM] | i | -13% | -16% | 3% | -19%
CCOCCCN(Cc1ccco1)S(=O)(=O)c1cc2c(cc1Cl)NC(=O)CO2 | 4% | -1% | nt | nt | -7% | nt | -2% | -15%
C=CCN(C1CCCCC1)S(=O)(=O)c1ccc2c(c1)oc(=O)n2C | -2% | -1% | -7% | -6% | -3% | 6% | 0% | -9%
CCOC(=O)N1CCN(C(=O)COC(=O)c2cc(Cl)c(O)c(Cl)c2)CC1 | 5% | -1% | nt | -14% | ? | 5% | -1% | 6%
COc1ccc(-c2nc(SCC(=O)NC3CCCC3)c(-c3ccc(OC)cc3)[nH]2)cc1 | -3%&9% | -3%&0% | nt | -5% | ? | -6% | 3%&17% | 13µM*![quencher]
CC(=O)Nc1c(C(=O)c2ccc(F)cc2)oc2ccccc12 | -14% | -3% | -14% | -3% | -4% | 2% | -6% | 1%
CNC(=O)CCCCCNS(=O)(=O)c1ccc(C)cc1 | -10% | -1% | 1%[10 µM] | -3% | 2% | -19% | 1% | 0%
O=C(CCCn1c(=S)[nH]c2cc3c(cc2c1=O)OCO3)NCc1ccco1 | 3% | 0% | nt | 14% | -2% | 0% | -1% | -1%
O=C(N/N=C\c1ccccc1OCc1ccccc1)c1ccco1 | -3% | -3% | -4%[10 µM] | 5% | -8% | 0% | 3% | -12%
COc1ccc(C)cc1Nc1cc(C)nc2ncnn12 | 1% | -2% | -14% | -9% | -8% | 5% | 5% | -9%

# Screening results from PubChem BioAssay.
